High-throughput results deposited in PubChem by several laboratories.
NRP1-CendR mod: NRP-1/CendR interaction modulation | O14786 | FAM-RPARPAR peptide binding to NRP-1, fluorescence polarization | inhibition, % at 25 µM | 0.85% of 360,000 active | AID 602438;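 active means inhibition or corrected inhibition above about 18%, plus a signal ratio from 0.5 to 1.5, limit read from the data, passing the limit was not always enough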; further: strong numbers were not always called active
MsrA inhibitor: inhibitors of bovine MsrA. purified bovine MsrA, absorbance read-out. inhibition, % at 15.5 µM. 0.75% of 360,000 active; in the data active means inhibition above about 4.5%;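 further: 0% = vehicle wells with enzyme and 100% = reference inhibitor wells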
eLon inh: inhibitors of E. coli Lon protease | P0A9M0 | purified E. coli Lon protease, fluorescence polarization | inhibition, % at 7.94 µM | 0.42% of 360,000 active; in the data active means inhibition above about 13%, passing the limit was not always enough;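 further: 0% = enzyme with probe and DMSO and 100% = no enzyme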
SKN-1 inh: C. elegans SKN-1 inhibition | C. elegans VP596 Pgst-4::GFP/RFP ratio, acrylamide-induced, 24 h | inhibition, % at 21.8 µM | 0.49% of 360,000 active | AID 624304;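 active means interference check ratio from 0.5 to 1.5 plus GFP to RFP signal ratio inhibition reaching or exceeding a fixed threshold, cut at about 30% in these data, passing the limit was not always enough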; further: some compounds called inactive have numbers as strong as hits
MT1-MMP act inh: MT1-MMP (human) activation inhibition. 0.061% of 360,000 active. GFP/RFP ratio change, % at 20 µM. HT1080 RFP-PRO-GFP cells, GFP/RFP ratio fluorescence, overnight; percent of plate control window, DMSO zero. P50281;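 active means GFP/RFP ratio change of at least 30% with cell ATP level not reduced by more than half and red fluorescence within 50% of control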; further: strong numbers were not always called active
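Assay system: HT1080 cells carrying an RFP-PRO-GFP reporter | Dosing: Single dose of 20 µM compound, 1% DMSO final | Incubation: Cells overnight before dosing, compound overnight, 37 °C, 5% CO2 | Evaluation: GFP/RFP fluorescence ratio | Control set: DMSO and RFP-L50D-GFP cell wells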
bovine MsrA act: activators of bovine methionine sulfoxide reductase A | activation, % at 10.6 µM | AID 602163 | 0.3% of 360,000 active | purified bovine MsrA, absorbance read-out; in the data active means activation above about 7.5%;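 further: 0% = vehicle and 100% = reference activator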
MLLE-PAM2 inh: inhibitors of microRNA-mediated deadenylation, human PABP1 MLLE binding; GST-MLLE / FITC-PAM2 fluorescence polarization; inhibition, % at 20 µM; 0.36% of 360,000 active; AID 588489; in the data active means inhibition above about 35%, passing the limit was not always enough;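 further: plate controls were DMSO wells with GST-MLLE for no effect and wells lacking GST-MLLE protein for full effect; some results filed as inactive read as strong as hits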
Target sequence (P11940 whole entry, looked up): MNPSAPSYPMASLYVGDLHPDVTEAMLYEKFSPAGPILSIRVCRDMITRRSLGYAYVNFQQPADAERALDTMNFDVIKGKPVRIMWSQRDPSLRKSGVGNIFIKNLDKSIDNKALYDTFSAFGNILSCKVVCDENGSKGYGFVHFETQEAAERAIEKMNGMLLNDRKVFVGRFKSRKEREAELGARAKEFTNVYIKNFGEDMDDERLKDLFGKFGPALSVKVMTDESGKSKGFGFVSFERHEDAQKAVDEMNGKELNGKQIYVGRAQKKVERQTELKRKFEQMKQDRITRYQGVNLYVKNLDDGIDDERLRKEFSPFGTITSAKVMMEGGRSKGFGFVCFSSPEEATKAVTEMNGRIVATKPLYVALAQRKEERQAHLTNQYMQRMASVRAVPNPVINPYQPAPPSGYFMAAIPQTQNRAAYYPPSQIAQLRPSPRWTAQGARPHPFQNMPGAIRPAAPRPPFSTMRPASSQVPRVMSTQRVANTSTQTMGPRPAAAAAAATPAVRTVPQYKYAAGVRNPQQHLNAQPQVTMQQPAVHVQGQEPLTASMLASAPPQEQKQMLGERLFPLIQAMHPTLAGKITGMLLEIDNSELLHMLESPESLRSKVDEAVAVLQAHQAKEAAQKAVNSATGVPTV
FAS TE block: FAS thioesterase (human) inhibition | recombinant FAS-TE, OMFH fluorogenic substrate, fluorescence endpoint | inhibition, % at 15 µM | 0.67% of 360,000 active | AID 602261;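 active means compounds whose normalised, plate-corrected inhibition of enzyme fluorescence in the single-dose primary screen is 50% or more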;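 further: 0% = DMSO with enzyme and 100% = substrate without enzyme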
Tb MetRS inh: Trypanosoma brucei MetRS inhibition | purified T. brucei MetRS, ATP depletion, Kinase-Glo luminescence | inhibition, % at 11.9 µM | 0.4% of 360,000 active;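 active means inhibition above a per-plate cutoff of the control wells' mean inhibition plus 3 SD, cut at about 5.5% in these data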;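 further: 0% = DMSO wells median and 100% = median of wells with control inhibitor compound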
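Measured by: Kinase-Glo luciferase luminescence reporting remaining unconsumed ATP. Material: purified T. brucei MetRS enzyme. Doses: 11.9 µM compound single dose, 0.9% DMSO. Medium: HEPES buffer containing pyrophosphatase, BSA, spermine, DTT. Times: 15 min preincubation, 2 h reaction, all 25 °C. Reagent: methionine, ATP and bulk E. coli tRNA.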
* hit, by the source's call; nt = no result given.

SMILES	NRP1-CendR mod	MsrA inhibitor	eLon inh	SKN-1 inh	MT1-MMP act inh	bovine MsrA act	MLLE-PAM2 inh	FAS TE block	Tb MetRS inh
O=C(COc1ccccc1Cl)N1CCN(C(=O)c2ccco2)CC1	4	-0.2	8	-8	-1	-4	19	-4	0.0
Cc1ccccc1NC(=O)NCc1cccnc1	3	-0.6	-1	-1	2	-1	8	-4	1.5
O=C(Cc1ccc(Cl)cc1)Nc1ccc(Br)cc1	3	1.3	2	10	-1	-10	-11	16	6.1*
CC(=O)c1c(C)[nH]c(C(=O)OCC(=O)N2CCN(S(=O)(=O)c3ccc(C)cc3)CC2)c1C	-2	-0.1	4	-2	-1	-3	-1	4	-0.1
COc1cccc(-n2c(CNc3ccc(F)cc3)nnc2SCC(N)=O)c1	-9	2.0	-2	6	2	-6	-93	-3	-0.4
Cc1cccn2c(=O)c(C(=O)NC3CCCCC3C)c(O)nc12 (stereo unspecified)	44*	0.0	-10	9	0	-1	9	4	-0.2
COc1ccc(C2CC(c3ccc(F)cc3)n3nc(NC(=O)c4ccco4)nc3N2)cc1 (stereo unspecified)	6	0.6	-4	2	3	0	-18	1	0.6
CC1CCC2(CC1)NC(=O)N(CC(=O)NC(C)c1ccc(F)c(F)c1)C2=O (stereo unspecified)	-5	0.8	2	6	5	-1	-36	-3	-0.5
Cc1ccc(-c2cc(=O)[nH][nH]2)c(C)c1	-13	0.2	10	12	0	0	10	-6	-0.1
O=C(NC(c1ccccc1)c1ccccc1)c1ccc(S(=O)(=O)C(F)F)cc1	19	0.2	-5	4	6	-6	-14	15	0.1
CCS(=O)(=O)n1nc(NCc2cccc(OC)c2)nc1NCc1cccc(OC)c1	7	-0.8	7	13	-1	-3	-4	3	-0.8
CCOc1ccc(NC(=O)N2CCC(C(=O)c3ccc(F)cc3)CC2)cc1	6	-0.4	-2	-1	11	-5	2	-1	-0.6
COc1ccc(C(=O)N2CC(=O)Nc3ccccc32)cc1S(=O)(=O)N1CCOCC1	-11	0.4	10	-12	-3	1	6	-10	-0.2
COc1ccc(OC)c(CN2CCCC(C(=O)c3ccccc3SC)C2)c1 (stereo unspecified)	-10	0.3	6	-4	-2	-3	9	5	-0.2
COc1ccc(CN2CCN(C(=O)Cn3ncn4cccc4c3=O)CC2)c(OC)c1OC	0	0.9	-4	-1	1	-2	-11	-4	-0.1

13 structures out of the list, arranged by molecular weight, high to low:
SMILES	NRP1-CendR mod	MsrA inhibitor	eLon inh	SKN-1 inh	MT1-MMP act inh	bovine MsrA act	MLLE-PAM2 inh	FAS TE block	Tb MetRS inh
CC(=O)c1c(C)[nH]c(C(=O)OCC(=O)N2CCN(S(=O)(=O)c3ccc(C)cc3)CC2)c1C	-2	-0.1	4	-2	-1	-3	-1	4	-0.1
CCS(=O)(=O)n1nc(NCc2cccc(OC)c2)nc1NCc1cccc(OC)c1	7	-0.8	7	13	-1	-3	-4	3	-0.8
COc1ccc(C(=O)N2CC(=O)Nc3ccccc32)cc1S(=O)(=O)N1CCOCC1	-11	0.4	10	-12	-3	1	6	-10	-0.2
O=C(NC(c1ccccc1)c1ccccc1)c1ccc(S(=O)(=O)C(F)F)cc1	19	0.2	-5	4	6	-6	-14	15	0.1
COc1cccc(-n2c(CNc3ccc(F)cc3)nnc2SCC(N)=O)c1	-9	2.0	-2	6	2	-6	-93	-3	-0.4
COc1ccc(OC)c(CN2CCCC(C(=O)c3ccccc3SC)C2)c1 (stereo unspecified)	-10	0.3	6	-4	-2	-3	9	5	-0.2
CC1CCC2(CC1)NC(=O)N(CC(=O)NC(C)c1ccc(F)c(F)c1)C2=O (stereo unspecified)	-5	0.8	2	6	5	-1	-36	-3	-0.5
CCOc1ccc(NC(=O)N2CCC(C(=O)c3ccc(F)cc3)CC2)cc1	6	-0.4	-2	-1	11	-5	2	-1	-0.6
O=C(COc1ccccc1Cl)N1CCN(C(=O)c2ccco2)CC1	4	-0.2	8	-8	-1	-4	19	-4	0.0
O=C(Cc1ccc(Cl)cc1)Nc1ccc(Br)cc1	3	1.3	2	10	-1	-10	-11	16	6.1*
Cc1cccn2c(=O)c(C(=O)NC3CCCCC3C)c(O)nc12 (stereo unspecified)	44*	0.0	-10	9	0	-1	9	4	-0.2
Cc1ccccc1NC(=O)NCc1cccnc1	3	-0.6	-1	-1	2	-1	8	-4	1.5
Cc1ccc(-c2cc(=O)[nH][nH]2)c(C)c1	-13	0.2	10	12	0	0	10	-6	-0.1

(listing goes on)
SMILES	NRP1-CendR mod	MsrA inhibitor	eLon inh	SKN-1 inh	MT1-MMP act inh	bovine MsrA act	MLLE-PAM2 inh	FAS TE block	Tb MetRS inh
CCOc1ccccc1NC(=O)CN1C(=O)NC(Cc2c[nH]c3ccccc23)C1=O (stereo unspecified)	0	0.7	-6	-2	-3	-3	-11	-2	-0.3
c1cc(-c2ccoc2)n2ccnc2c1	-1	-0.1	73*	17	-3	-2	47*	-17	0.0
CCOc1cc(C(=O)O)cc(Cl)c1OCC#N	-14	-0.2	-3	11	4	-2	-6	1	0.1
COc1ccc(C2(CNC(=O)c3ccccc3[N+](=O)[O-])CCOCC2)cc1	6	1.7	1	6	0	-1	4	-2	0.2
Cn1c2c(c(=O)n(C)c1=O)C(CC(=O)Nc1ccccc1F)C(=O)N2 (stereo unspecified)	-13	1.3	-6	1	-1	-3	4	-2	0.0
O=C(O)CC/C(=C\c1ccc(N2CCCC2)c([N+](=O)[O-])c1)c1nc2ccccc2s1	-2	4.0	9	-7	3	-3	2	-7	1.1
COC(=O)CCC(=O)NC(=S)Nc1ccc(S(=O)(=O)Nc2cc(OC)nc(OC)n2)cc1	6	0.2	-12	1	7	-3	3	-11	0.0
CCOC(=O)c1cc(C#N)c(N2CCCNCC2)nc1C(F)(F)F	0	0.5	-3	19	-3	2	0	0	-0.7
CCC(C(=O)Nc1ccc(S(=O)(=O)N2CCN(C)CC2)cc1)c1ccccc1 (stereo unspecified)	15	-0.1	-19	7	-1	-4	0	-4	-0.4
C=CCn1cc(C(=O)OCC)c(=O)c2ccc(F)cc21	11	1.1	-4	1	-7	-10	-7	1	-0.5
COc1cccc(-c2nc3ccc(C(=O)N4CCCC(O)C4)cc3o2)c1 (stereo unspecified)	-1	-0.8	-6	-13	5	-9	6	-5	-0.7
Cc1ccc2cc(C#N)c(NCCNC(=O)C3CC3)nc2c1C	11	1.4	-7	4	3	-1	2	1	-0.2
COc1ccc(-n2c(C)nc3cc(C(=O)NCc4ccc5c(c4)OCO5)ccc32)cc1	-2	0.7	-2	10	1	-2	7	6	-0.2
CCOc1ccc(Nc2nc(N3CCCC3)nc(N3CCN(c4ccc(OC)cc4)CC3)n2)cc1	8	1.1	3	0	-1	-3	-1	17	-0.2
Cc1ncoc1C(=O)N1CCCC(C(=O)c2cccc(OC(C)C)c2)C1 (stereo unspecified)	3	0.6	-1	5	6	-4	3	-4	-0.6
COc1cccc(NC(=O)Cn2nnc(C(=O)NCc3ccc4c(c3)OCO4)c2N)c1	-9	-0.6	5	-10	3	-9	-6	-5	0.3
O=[N+]([O-])c1cccc(-c2noc(-c3ccco3)n2)c1	-4	0.6	13	53*	2	-8	-3	15	-1.0
CC(C)(O)[C@H](O)Cc1cc2ccc(=O)oc2cc1O[C@@H]1O[C@H](CO)[C@@H](O)[C@H](O)[C@H]1O	8	1.0	8	16	3	-4	0	-6	-0.3
N#Cc1c(C(F)(F)F)cc(-c2ccccc2)[nH]c1=O	5	2.0	1	4	1	-3	4	0	0.4
CC1(C)CC(=O)c2c(O)cc(OCc3ccc(Br)cc3)cc2O1	10	-0.8	1	-8	-2	-2	6	25	0.6
CCc1nc2c(OCc3ccc(Cl)cc3)cccn2c1N(C)C(=O)c1cccs1	0	1.0	-12	-5	-11	-14	20	17	-0.1
O=C(CCc1ccccc1)NC(NC(=S)Nc1cccc(Cl)c1)C(Cl)(Cl)Cl (stereo unspecified)	11	-0.2	-9	10	-1	0	8	0	-0.7
COc1ccc(S(=O)(=O)NNC(=O)C2Cc3c(ccc4ccccc34)O2)cc1 (stereo unspecified)	18	0.3	4	4	4	3	1	4	-0.5
Cc1cc(/C=C2\C(=N)N3N=C(S(C)(=O)=O)SC3=NC2=O)c(C)n1Cc1ccccc1	-17	1.1	-6	4	0	-10	-7	13	-0.8
Cc1ccc(NC(=O)c2cccnc2C(=O)O)nc1	14	-0.8	2	-13	0	-1	7	-4	-0.8
Cn1nnc2sc3c(c2c1=O)CCCC3	-6	5.0*	10	0	1	-1	33	-3	-0.3
COc1ccc(NC(=O)Cc2ccccc2)cc1	-6	0.7	-11	-43	2	-11	0	4	-1.2
COc1cc(OC)c2c(c1)OC(=O)CC2c1cc(OC)c(OC)c(OC)c1 (stereo unspecified)	-7	0.3	1	-14	4	0	0	-4	0.7
O=C(CCNC(=O)N1CC(=O)Nc2ccccc21)NCc1ccc(Cl)cc1	7	-0.2	-5	16	0	0	6	-6	0.1
CCCCCN(C(=O)CCC(=O)OCC(=O)Nc1cccc(CC)c1)c1c(N)n(CCCC)c(=O)[nH]c1=O	3	-0.8	-4	-20	-1	-5	-2	-3	-0.7

Next part; it opens with the 2 that closed the last part.
SMILES	NRP1-CendR mod	MsrA inhibitor	eLon inh	SKN-1 inh	MT1-MMP act inh	bovine MsrA act	MLLE-PAM2 inh	FAS TE block	Tb MetRS inh
O=C(CCNC(=O)N1CC(=O)Nc2ccccc21)NCc1ccc(Cl)cc1	7	-0.2	-5	16	0	0	6	-6	0.1
CCCCCN(C(=O)CCC(=O)OCC(=O)Nc1cccc(CC)c1)c1c(N)n(CCCC)c(=O)[nH]c1=O	3	-0.8	-4	-20	-1	-5	-2	-3	-0.7
O=P(CCC(F)(F)F)(CCC(F)(F)F)CCC(F)(F)F	-4	-0.3	-5	3	-3	-2	5	-5	0.1
CC1(C)CC(=O)C2=C(C1)OC(N)=C(C#N)C21CCN(C(=O)OCc2ccccc2)CC1	6	0.2	-3	3	-6	-3	2	6	-0.5
COc1cccc(-c2nc(CS(=O)(=O)CC(=O)Nc3c(C)cccc3C)c(C)o2)c1	-8	-1.4	-1	-8	-2	-6	-6	-7	-1.0
COc1ccc(-n2c(SCC(=O)NCC3CCCO3)nc3c(c2=O)SCC3)cc1OC (stereo unspecified)	-2	1.6	4	-12	-1	-2	17	-8	0.2
CCN1C(=NCCc2cccs2)N[C@@H](c2cccs2)C(C(=O)OC)=C1C	-18	nt	-14	14	-4	-3	-117	-7	0.4
CCCc1nc2nc(C)c(NS(=O)(=O)c3ccc(F)cc3)c(=O)n2[nH]1	1	-0.6	4	1	-3	-2	-15	-2	-0.2
CCCNc1c(NC(=O)COc2ccc(Cl)cc2)c(=O)oc2ccccc12	12	0.0	-1	19	4	-1	-3	1	0.4
CC1CCCCN1C(=O)CSc1nc2ccsc2c(=O)n1Cc1ccccn1 (stereo unspecified)	7	-0.6	8	5	9	1	25	-3	-0.5
COc1ccc(NC(=O)c2c(N)no[n+]2[O-])cc1	-2	0.9	-13	7	-3	-2	5	-6	0.0
Cc1ccc(C)c(C(=O)COC(=O)Cn2[nH]c(=O)c3ccccc3c2=O)c1	-12	-1.1	-4	2	1	-4	-17	4	0.5
CN1C[C@H]2CON(C)[C@H]2C[C@H]1c1cccc(-c2ccccc2)c1	0	-0.1	5	-2	4	2	0	-10	-0.1
CCOC(=O)N1CCN(Cc2nc(N)nc(Nc3ccc(OCC)cc3)n2)CC1	-7	1.2	-1	-13	-4	-9	1	-3	-1.2
